# Bioassay records deposited in PubChem BioAssay by several laboratories.
# DAX1 inh-1: DAX1 (NR0B1) inhibitors on StAR promoter, primary screen, cell-based, luminescence, SF-1 (NR5A1), full-length DAX-1; HEK293T StAR-luciferase reporter, SF-1/DAX-1 repression relief; inhibition, % at 6.8 µM; hit rate 1.1% among 370,000; AID 652010, 2013;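 active = inhibition above the mean over all tested compounds plus 3 SD, cut at about 3.6% in these data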;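 note: 0% = DAX-1 cells with DMSO and 100% = cells lacking DAX-1 with DMSO; higher inhibition means more luminescence from relief of DAX-1 repression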
# ADAM10 inh: human ADAM10 inhibitors, primary screen, biochemical, QFRET, HTS; recombinant ADAM10, EDANS/DABCYL FRET peptide cleavage, 3 h; hit rate 0.62% among 370,000; Disintegrin and metalloproteinase domain-containing protein 10 (Homo sapiens), O14672; inhibition, % at 7 µM;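 active = inhibition above a per-campaign cutoff equal to the mean of compounds falling between control-based bounds plus 3 SD, cut at about 20% in these data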;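 note: 0% = DMSO wells while the 100% control is not disclosed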
# ssDAF12 agonist: S. stercoralis DAF-12 nuclear receptor activators, primary screen, cell-based, luminescence, HEK293, GRIP1 co-expression, lit1-tk-luc; hit rate 1% among 370,000; AID 652126, 2013; activation, % at 6.8 µM; HEK293 ssDAF-12/GRIP1 lit1-tk-luc reporter; % of 3 µM dafachronic acid response; Nuclear hormone receptor DAF-12 (Strongyloides stercoralis);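 active = activation above the mean over all tested compounds plus 3 SD, cut at about 0.9% in these data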;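 note: 0% = DMSO-only wells and 100% = 3 µM delta7-dafachronic acid wells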
# FXN GAA850 act: FXN promoter activators, primary screen, cell-based, luciferase luminescence, HEK293 lucGAA850 | HEK293 lucGAA850 FXN promoter luciferase reporter, 24 h; percent of 10 µM SAHA response | activation, % at 6 µM | hit rate 0.56% among 360,000 | AID 540364, 2011;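 active = activation above the average of all compounds screened plus 3 SD, cutoff fixed separately per campaign, cut at about 7.5% in these data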;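 note: 0% = DMSO wells and 100% = 10 µM SAHA wells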
# GC-A act: GC-A stimulated cGMP production enhancers – HEK293 GC-A cells, cGMP TR-FRET, EC30 ANP, primary screen. 0% at EC30 ANP, 100% saturating ANP. activation, % at 10 µM. hit rate 0.14% among 370,000; in the data active = activation above about 40%
# PG9 Ab binder: binders of HIV-1 gp120 antibody PG9, primary screen, biochemical, TR-FRET. HIV-1 gp120 / PG9 antibody interaction. TR-FRET gp120-PG9 antibody binding. inhibition, % at 6.7 µM. hit rate 0.43% among 360,000; in the data active = inhibition above about 8.5%
# hgDAF-12 ag: H. glycines DAF-12 receptor agonists, primary screen, cell-based, luminescence, HEK293, GAL4 fusion, UAS-luciferase; Nuclear hormone receptor DAF-12 (Heterodera glycines), GAL4 fusion; HEK293 GAL4-hgDAF12 UAS-luciferase reporter, agonist luminescence; normalized to butyrate control; activation, % at 6.8 µM; hit rate 1.8% among 370,000;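 active = activation above a cutoff set at the mean of all screened compounds plus 3 SD, cut at about 10% in these data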;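 note: 0% = DMSO wells and 100% = sodium butyrate wells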
# ADAM17 inh: ADAM17 inhibitors, primary screen, biochemical, QFRET | AID 720648, 2013 | recombinant ADAM17, EDANS/DABCYL FRET peptide cleavage | inhibition, % at 6.95 µM | Disintegrin and metalloproteinase domain-containing protein 17 (Homo sapiens), P78536 | hit rate 0.83% among 370,000;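 active = inhibition above the mean of compounds lying between control limits plus 3 SD, set per campaign, cut at about 8.5% in these data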;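 note: 0% = DMSO-only wells as the low control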
# Target sequence (P78536 215-824 limits assumed): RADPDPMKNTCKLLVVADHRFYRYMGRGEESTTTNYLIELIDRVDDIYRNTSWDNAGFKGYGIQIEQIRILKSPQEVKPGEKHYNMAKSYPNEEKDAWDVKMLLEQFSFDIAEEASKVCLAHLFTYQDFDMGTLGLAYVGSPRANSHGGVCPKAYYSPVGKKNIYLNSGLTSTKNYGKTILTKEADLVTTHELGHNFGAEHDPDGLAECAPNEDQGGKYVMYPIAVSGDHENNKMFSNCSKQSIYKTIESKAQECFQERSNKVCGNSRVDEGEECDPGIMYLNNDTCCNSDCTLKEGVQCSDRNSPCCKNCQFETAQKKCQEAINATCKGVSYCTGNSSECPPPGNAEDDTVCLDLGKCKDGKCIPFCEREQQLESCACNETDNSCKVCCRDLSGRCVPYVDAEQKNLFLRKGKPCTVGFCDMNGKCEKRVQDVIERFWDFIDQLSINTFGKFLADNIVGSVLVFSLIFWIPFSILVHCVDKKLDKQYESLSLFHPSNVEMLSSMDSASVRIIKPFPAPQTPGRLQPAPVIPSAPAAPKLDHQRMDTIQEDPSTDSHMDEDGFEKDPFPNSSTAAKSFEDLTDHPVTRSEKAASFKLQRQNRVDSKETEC
# hcDAF12 agonist: H. contortus DAF-12 nuclear receptor activators, primary screen, cell-based, luminescence, HEK293, lit1-tk-luc reporter; HEK293 hcDAF-12 lit1-tk-luc reporter; 0% DMSO, 100% Δ7-dafachronic acid; hit rate 1.4% among 370,000; activation, % at 6.8 µM;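 active = activation above the mean of all tested compounds plus 3 SD, cut at about 5.5% in these data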;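 note: 100% = response to 3 µM Δ7-dafachronic acid high control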
# DAX1 inh-2: DAX1 (NR0B1) inhibitors, primary screen, cell-based, HEK293, Gal4-DAX1, luciferase luminescence; HEK293 Gal4-DAX1 luciferase reporter; AID 504766, 2011; hit rate 0.99% among 340,000; Nuclear receptor subfamily 0 group B member 1 (Homo sapiens), P51843; inhibition, % at 6.75 µM;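 active = inhibition above the mean over all tested compounds plus 3 SD, cut at about 4.2% in these data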;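 note: 0% = DAX1-transfected cells with DMSO and 100% = empty-vector control cells with DMSO; inhibition shows as a rise in luminescence from relieved DAX1 repression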
# Target sequence (P51843 207-470 limits assumed): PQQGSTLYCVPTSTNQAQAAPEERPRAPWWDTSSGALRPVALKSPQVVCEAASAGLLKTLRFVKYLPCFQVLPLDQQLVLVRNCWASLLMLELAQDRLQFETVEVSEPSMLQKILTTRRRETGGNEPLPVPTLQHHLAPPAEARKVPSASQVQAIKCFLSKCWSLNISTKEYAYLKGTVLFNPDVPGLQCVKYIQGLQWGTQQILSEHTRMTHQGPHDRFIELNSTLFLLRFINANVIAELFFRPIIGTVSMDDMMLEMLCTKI
# SMARCA2 activ: SMARCA2 (BRM) function activators, primary screen, cell-based, luminescence, high throughput; MG213 cells, MMTV-luciferase reporter, dexamethasone, overnight; activation, % at 9.1 µM; hit rate 1% among 370,000; AID 652017, 2013; in the data active = activation above about 7.8%;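 note: 0% = vehicle wells and 100% = reference activator wells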
# The depositor's hits bear a star; · = no result given.
SMILES,DAX1 inh-1,ADAM10 inh,ssDAF12 agonist,FXN GAA850 act,GC-A act,PG9 Ab binder,hgDAF-12 ag,ADAM17 inh,hcDAF12 agonist,DAX1 inh-2,SMARCA2 activ
COc1ccccc1-n1c(SCC(=O)Nc2cc(C)on2)nc2c([nH]c3ccccc32)c1=O,1.1,-5,-0.3,-4.8,71*,-0.7,2.2,-1,4.6,-0.3,-1
CC(NC(=O)C(C)N1c2cccc3cccc(c23)S1(=O)=O)c1ccccc1 (centres undefined),-0.1,-123,-0.7,-0.9,-1,0.3,2.2,-37,-0.6,-1.2,-2
O=C(CCN1C(=O)S/C(=C\c2ccccc2)C1=O)N1CCOCC1,-0.4,12,-0.5,-1.7,-1,1.6,2.0,0,1.8,-0.2,-4
O=C(NC(Cc1c[nH]c2ccccc12)C(=O)O)/C(=C\c1ccccc1)NC(=O)c1ccccc1 (centres undefined),0.3,-4,-0.8,-1.1,0,-3.8,0.9,-5,4.9,0.8,-2
CC1=C([N+](=O)[O-])C(c2ccc3c(c2)OCO3)N(C)C(=O)N1C (centres undefined),-0.4,2,-1.7,-0.4,-2,0.1,-0.1,-1,-1.1,-0.2,0
c1ccc(-c2cn3ccccc3n2)cc1,5.0*,-166,0.4,3.6,2,-1.3,14*,-40,8.9*,1.8,7.9*
Cc1ccc2[nH]c(CCN(C)C)c(CN3CCOCC3)c2c1,-0.6,-2,-1.0,0.0,-2,-1.3,-0.8,-1,0.6,1.7,0
O=C(c1ccc2nccnc2c1)N1CCN(c2cccc(C(F)(F)F)c2)CC1,1.1,-14,-0.8,-0.9,4,1.8,-1.8,-1,-0.1,0.4,-3
Cc1ccnc(NS(=O)(=O)c2ccc(NC(=O)Cc3ccc(Cl)cc3)cc2)n1,-0.3,-4,-0.8,3.3,-5,0.2,4.4,-2,-0.5,0.5,2
O=C(Cn1c(=O)n(CCC(=O)N2CCc3ccccc3C2)c(=O)c2ccccc21)NCC1CCCO1 (centres undefined),0.9,-5,-1.5,-1.1,-2,-1.1,-0.8,-3,-2.3,-0.6,-1
O=C(CN1CCN(c2ccccn2)CC1)N1CCc2ccccc21,0.1,-4,-1.4,2.8,2,-1.5,3.5,-3,-0.1,0.3,3
CS(=O)(=O)N1CCC(C(=O)Nc2ccccc2Sc2ccccc2)CC1,-0.5,1,-1.2,0.2,3,-1.1,-0.6,-4,-1.5,-1.5,0
Cc1cc(NC(=O)c2ccc(NC(=O)CC(C)C)cc2)no1,0.3,-10,-0.5,-0.6,5,1.8,0.4,-3,2.9,0.5,-1
COc1ccc(OCC(=O)Nc2ccccc2Cl)cc1,2.3,0,-1.0,-0.1,4,1.2,-3.0,-3,-0.9,0.2,-2
COc1ccc(-c2c(-c3ccc4c(c3)OCO4)noc2C)cn1,0.2,1,-1.4,3.7,8,-0.8,3.0,0,-2.0,0.0,4

# Of the compounds above, 3 contain a halogen.
SMILES,DAX1 inh-1,ADAM10 inh,ssDAF12 agonist,FXN GAA850 act,GC-A act,PG9 Ab binder,hgDAF-12 ag,ADAM17 inh,hcDAF12 agonist,DAX1 inh-2,SMARCA2 activ
O=C(c1ccc2nccnc2c1)N1CCN(c2cccc(C(F)(F)F)c2)CC1,1.1,-14,-0.8,-0.9,4,1.8,-1.8,-1,-0.1,0.4,-3
Cc1ccnc(NS(=O)(=O)c2ccc(NC(=O)Cc3ccc(Cl)cc3)cc2)n1,-0.3,-4,-0.8,3.3,-5,0.2,4.4,-2,-0.5,0.5,2
COc1ccc(OCC(=O)Nc2ccccc2Cl)cc1,2.3,0,-1.0,-0.1,4,1.2,-3.0,-3,-0.9,0.2,-2

# (more compounds)
SMILES,DAX1 inh-1,ADAM10 inh,ssDAF12 agonist,FXN GAA850 act,GC-A act,PG9 Ab binder,hgDAF-12 ag,ADAM17 inh,hcDAF12 agonist,DAX1 inh-2,SMARCA2 activ
CC(=O)c1ccccc1NC(=O)CSc1nc2ccccc2c(=O)n1CCCN1CCOCC1,-0.5,-7,-1.0,1.9,0,-0.9,-2.7,0,0.4,0.7,-1
O=C(Nc1cccnc1)c1cccc(S(=O)(=O)N2CCCC2)c1,-0.3,-3,-1.5,-2.6,0,-3.9,0.8,-4,0.0,0.4,-3
CNC(=O)c1c(O)c2cccc3c2n(c1=O)CC3,-0.1,-8,-0.8,-0.8,-7,1.9,-2.8,-1,-0.5,0.6,-2
CCc1ccc(OCC(=O)Nc2ccc(CN3CCCCC3)cc2)cc1,0.1,-6,-0.8,1.8,2,-2.9,1.0,-2,-0.8,-0.5,2
Cn1cc(-c2cccc3[nH]cc(-c4ccccc4)c23)c2ccccc21,0.0,-6,0.6,·,-5,·,-0.6,-1,3.1,·,-2
COc1ccc(NC(=O)CN2C(=O)CSc3ccc(S(=O)(=O)N4CCC(C)CC4)cc32)cc1,-0.1,16,-1.1,-3.7,-2,-1.5,-0.7,1,-0.4,-0.8,-3
Cc1ccc(C2(C)NC(=O)N(CC(=O)Nc3ccc(-c4nc5ccc(C)cc5s4)cc3)C2=O)cc1 (centres undefined),2.3,-98,1.1*,0.7,-3,-0.4,24*,-34,4.4,1.4,4
CC1CN(CCn2cnc3c(N)ncnc32)CC(C)O1 (centres undefined),0.2,1,-0.6,-0.2,2,0.2,2.2,-9,0.1,0.1,-4
COc1cccc(/C=C/C(=O)OCC(=O)Nc2cccc(S(=O)(=O)N3CCCCC3)c2)c1OC,-0.3,-5,-0.4,-0.9,-1,-2.7,2.1,-2,1.3,2.3,-2
Cn1c(=O)n(Cc2ccco2)c(=N)c2c3c(sc21)CCC3,0.3,5,-0.1,-0.6,14,2.3,-2.1,2,-1.4,-0.9,1
C[C@@H]1CN([C@@H](C)CO)C(=O)CCCn2nncc2CO[C@H]1CN(C)C(=O)Nc1ccccc1F,2.0,-7,0.2,2.0,6,-0.1,0.5,-4,0.1,0.2,-1
CCCCN(C(=O)C(C)Oc1ccc(Br)cc1)c1c(N)n(Cc2ccccc2)c(=O)[nH]c1=O (centres undefined),-0.8,5,-0.9,-1.6,-4,-2.4,-1.9,-5,0.5,0.2,1
Cc1cccc(N2CCN(C(c3ccccc3)c3nnnn3CC3CCCO3)CC2)c1C (centres undefined),-0.9,6,-1.4,0.3,-6,-1.3,-0.9,-2,-2.9,-1.4,0
CCn1c(Cc2ccccc2)n[nH]c1=S,0.9,-13,-1.7,1.5,-1,0.3,-2.5,-5,-1.1,-0.9,-4
CCN(Cc1ccccc1)S(=O)(=O)c1ccc2c(c1)NC(=O)CS2,-0.6,8,-1.3,0.0,-1,0.1,0.2,3,-3.0,-0.6,0
O=C(CNc1cccc(S(=O)(=O)N2CCCCCC2)c1)Nc1cccc([N+](=O)[O-])c1,-3.5,4,-2.2,0.2,-3,0.3,-2.8,1,-2.4,-1.2,-4
CCc1ccccc1NC(=S)N(Cc1cccs1)C1CCCC1,-0.5,0,-1.7,-0.8,-9,-0.4,-2.8,-3,0.2,0.1,-3
Cc1ccc(C)c(NC(=O)CSc2nc3ccc(N4C(=O)c5ccccc5C4=O)cc3s2)c1,-0.1,0,-1.3,-1.3,-5,1.8,-2.1,-4,1.6,-0.3,-3
O=C(O)COc1ccc(C(=O)Cc2ccc3c(c2)OCCCO3)c(O)c1,-0.1,-2,-1.2,-0.8,0,-0.7,-0.7,-4,-2.6,-0.3,-3
CCC(=O)Nc1c(-c2ccc(C)cc2)nc2ccc(C)cn12,0.2,-110,-0.7,1.9,2,-0.3,1.6,-45,4.3,4.2,0
CCc1c(-c2n[nH]c(=S)n2Cc2ccccc2)csc1C,-0.5,6,-0.3,1.8,-4,0.3,0.6,4,0.0,-0.1,-1
COc1ccc(C(=O)NCCn2cc(SCC(=O)NCC3CCCO3)c3ccccc32)cc1OC (centres undefined),-2.0,1,-0.8,1.0,-2,-1.8,-2.1,2,-1.4,-0.2,3
CCN(CC)CCNC(=S)NC(=O)c1cn(-c2ccccc2)nc1-c1ccc(OC)cc1,0.0,1,-0.8,0.5,0,-0.7,1.2,-1,-1.3,3.4,-2
COc1ccc(C2=NO[C@@H]3[C@@H]4C[C@@H]([C@H]5C(=O)N(c6ccc7c(c6)OCO7)C(=O)[C@@H]45)[C@H]23)cc1OC,0.4,4,-0.5,2.2,1,-2.9,-0.5,-1,-3.2,-0.5,2
CCN(CC)Cc1ccc(OC)c(Cl)c1,-0.1,-2,-0.6,-1.8,-6,-2.3,1.9,-1,-0.6,·,-2
COc1ccc(/C=C/C(=O)OCC(=O)c2c(C)[nH]c3ccccc23)cc1OC,-0.4,-12,-1.8,-0.2,0,1.2,-2.8,-7,1.9,0.6,-4
Cc1ccc(-n2c(SCC(=O)Nc3ccc4cn[nH]c4c3)nnc2-c2ccco2)cc1,-0.2,1,-0.8,-3.2,-3,0.2,-1.4,-1,1.0,-1.0,-1
CCCNC(=O)CN1C(=O)NC(CCSC)C1=O (centres undefined),0.6,-4,-1.0,1.9,2,-2.2,4.2,-4,-1.1,0.6,1
CCOC(=O)c1[nH]c2ccccc2c1NC(=O)C(CC)CC,-0.1,-45,-1.6,-0.7,4,0.6,-2.5,-11,-0.7,1.1,0
CC1Cc2ccccc2N1C(=O)Cc1cccs1 (centres undefined),0.1,-1,-1.6,1.1,-1,2.2,0.3,-5,-2.1,0.3,-3
NC(=O)c1ccsc1NC(=O)COC(=O)/C=C/c1ccccc1,-0.2,0,-1.9,0.4,4,-1.1,0.7,-4,-2.0,-0.4,-1
Cc1nc2sc(C(c3cccc(F)c3)N3CCOCC3)c(O)n2n1 (centres undefined),-0.3,5,-0.6,-0.5,1,-1.3,0.0,2,0.4,1.0,3
COc1ccc(OC)c(NC(=O)C(=O)NCc2ccncc2)c1,-0.6,4,-1.0,1.5,-1,-1.7,1.9,1,-1.6,0.2,0
CCOc1ccccc1NC(=O)Nc1cnccn1,0.0,-6,-1.5,-1.3,3,-2.2,0.8,-2,-3.2,-2.4,0
CCc1ccc(NC(=O)C(=O)NCCN2CCN(C(=O)c3ccco3)CC2)cc1,0.0,3,-1.6,-1.4,-1,-0.1,-0.4,-1,-2.6,-1.3,0
CCN1C(=O)[C@H]2[C@@H](c3ccc(-c4cc(C(C)=O)cs4)cc3)N3CCC[C@@]3(C(=O)OC)[C@H]2C1=O,0.2,-84,-1.6,1.4,1,0.0,1.2,-25,-0.6,0.3,-1
COCC(=O)N(c1ccc(C(C)(C)C)cc1)C(C(=O)NC(C)(C)C)c1cccnc1 (centres undefined),·,-3,-1.5,·,3,·,-2.9,-5,-2.8,·,·

# Rows are unselected; 6.8% or so of the library scored in one or more.
